# Compound activity (PubChem BioAssay)
# BaF3 tox – reduces parental Ba/F3 cell viability, JAK2V617F counter-screen; inhibition, % at 5.6 µM; CellTiter-Glo ATP luminescence; AID 1486; hit rate 1.1% among 220,000;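 active = inhibition above a per-campaign cutoff, the mean inhibition of all tested compounds plus 3 SD, cut at about 27% in these data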;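 also: 0% = DMSO wells and 100% = JAK Inhibitor I control wells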
# Ba/F3 V617F tox – reduce viability of Ba/F3 cells dependent on JAK2V617F | Ba/F3 EpoR-JAK2V617F viability, ATP luminescence | inhibition, % at 5.6 µM | hit rate 1.1% among 220,000 | AID 1446;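 active = inhibition above the campaign mean plus 3 SD over all tested compounds, cut at about 24% in these data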;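 also: cytokine-independent growth of Ba/F3 cells driven by EpoR plus mutant JAK2; 0% = DMSO-treated cells and 100% = JAK inhibitor I control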
# Wee1 stabilizer – human Wee1 degradation inhibition, primary screen | HeLa Luc-Wee1K328M stability, luciferase luminescence; 100% = proteasome inhibitor MG132 effect | reporter increase, % at 5 µM | hit rate 1.2% among 220,000 | AID 1321;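 active = activation above the mean of all tested compounds plus 3 SD, set per screening run, cut at about 8.8% in these data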;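 also: cells exposed to compound for 20 h before luminescence read; 0% = DMSO alone and 100% = MG132 at 30 µM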
# Target sequence (P30291 whole entry K328M): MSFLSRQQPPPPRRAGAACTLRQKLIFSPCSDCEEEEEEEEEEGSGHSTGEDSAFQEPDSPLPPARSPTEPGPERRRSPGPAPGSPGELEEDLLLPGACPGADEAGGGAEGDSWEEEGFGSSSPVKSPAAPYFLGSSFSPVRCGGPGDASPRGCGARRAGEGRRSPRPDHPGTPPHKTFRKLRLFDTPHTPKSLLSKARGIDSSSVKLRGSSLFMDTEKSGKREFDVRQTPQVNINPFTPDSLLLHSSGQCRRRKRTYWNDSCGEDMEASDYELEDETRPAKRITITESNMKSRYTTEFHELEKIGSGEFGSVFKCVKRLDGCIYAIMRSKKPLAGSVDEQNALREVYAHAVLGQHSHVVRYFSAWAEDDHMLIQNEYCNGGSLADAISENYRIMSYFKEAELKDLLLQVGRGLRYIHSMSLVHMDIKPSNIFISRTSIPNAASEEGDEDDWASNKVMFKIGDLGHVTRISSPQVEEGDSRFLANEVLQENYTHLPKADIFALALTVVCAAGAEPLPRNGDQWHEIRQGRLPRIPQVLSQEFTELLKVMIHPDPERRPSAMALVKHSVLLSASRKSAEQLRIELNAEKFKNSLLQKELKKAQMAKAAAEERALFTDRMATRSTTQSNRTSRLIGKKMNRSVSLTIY
# TRPN1 ag – zebrafish TRPN1 (NompC) channel agonism; activation, % at 3 µM; HEK293 zebrafish TRPN1-YFP, Fluo-8 calcium fluorescence; 100% = response to 87 µM carbachol; AID 1424; hit rate 0.18% among 220,000;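 active = activation above its plate's cutoff, the mean activation of test wells on that plate plus 3 SD, cut at about 19% in these data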;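 also: 0% = DMSO alone and 100% = 87 µM carbachol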
#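 Control set: carbachol 87 µM as high control, DMSO as low control; system: HEK293 stable line with zebrafish TRPN1-YFP; read-out: % activation versus carbachol response; detection: intracellular calcium fluorescence with Fluo-8; doses: single test compound dose, 3 µM nominal, 0.3% DMSO; schedule: dye 1 h 37 °C plus 30 min RT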
# CHOP inhibitor – blocks CHOP induction under ER stress; CHO-K1 CHOP-promoter luciferase, tunicamycin-induced, 15-18 h; inhibition, % at 10 µM; hit rate 3.8% among 220,000; AID 2732;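 active = compounds that reduced the stress-induced luciferase reporter signal by more than about 70% of percent inhibition, limit read from the data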;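 also: 0% = tunicamycin plus vehicle and 100% = wells without tunicamycin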
# PPC-1+TRAIL kill – kills PPC-1 cancer cells in the presence of TRAIL | PPC-1 cells + TRAIL, ATPLite viability luminescence | cell killing (% activity), % at 4 µM | AID 1443 | hit rate 0.41% among 220,000;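 active = cell killing above 50% in the first pass at 4 µM, then a duplicate retest at 5 µM averaging 50% or more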;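 also: plate controls were cells with TRAIL plus DMSO for no effect and medium-only wells lacking cells for full effect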
# TRPML3 ag – agonists of human TRPML3 channel; HEK293 TRPML3-YFP, Fluo-8 calcium fluorescence; 100% = the carbachol control signal; activation, % at 3 µM; AID 1448; hit rate 0.29% among 220,000;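 active = activation above its plate's cutoff, the mean activation of the plate's test wells plus 3 SD, cut at about 12% in these data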;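 also: 0% = DMSO only wells and 100% = carbachol wells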
#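 Test system: TRPML3-YFP stable HEK293 cells. Doses: single point at 3 µM. Incubation: dye loading 1 h 37 °C then 30 min ambient, 125 s read. Signal: Fluo-8 calcium dye fluorescence, ex 470-495, em 515-575 nm. Measure: percent activation from peak-to-basal fluorescence ratio, scaled between DMSO and carbachol.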
# RBBP9 inhibitor – human RBBP9 hydrolase inhibition | O75884 | recombinant RBBP9, FP-Rh probe fluorescence polarization | inhibition, % at 7.94 µM | hit rate 0.2% among 220,000 | AID 1515;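 active = inhibition above the campaign mean of all tested compounds plus 3 SD, cut at about 14% in these data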;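 also: plate controls were DMSO wells with RBBP9 for no effect and wells lacking RBBP9 protein for full effect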
# Target sequence (O75884 whole entry, looked up): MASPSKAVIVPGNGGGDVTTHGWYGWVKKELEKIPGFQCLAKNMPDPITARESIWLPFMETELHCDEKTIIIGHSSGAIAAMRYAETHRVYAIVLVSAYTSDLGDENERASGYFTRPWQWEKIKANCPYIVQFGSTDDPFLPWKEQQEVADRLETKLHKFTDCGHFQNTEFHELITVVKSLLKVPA
#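 Assay system: recombinant human RBBP9; Reagent: Serine-hydrolase probe FP-Rh, 375 nM pre-mixing; Doses: 7.94 µM single dose, 0.794% DMSO; Incubation: 30 min then 45 min, 25 °C; Detection: fluorescence polarization (mP), excitation 525 nm, emission 598 nm; Evaluation: percent inhibition from mP, scaled between DMSO and no-protein wells.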
# TNF death inh – blocks TNF-alpha induced death of Jurkat FADD-/- cells; Jurkat FADD-/- TNF necroptosis rescue, ATP luminescence, 24 h; 0 = TNF only, 100 = no-TNF cells; hit rate 0.068% among 220,000; activation (protection from cell death), % at 10 µM;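 active = activation, meaning protection from cell death, of at least 50% relative to plate controls; inactive = activation below 50%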;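 also: necroptosis triggered by 40 ng/mL TNF-alpha added together with compound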
# Active calls of the source: *; nt = no result given; [ ] = remark or other dose.
SMILES,BaF3 tox,Ba/F3 V617F tox,Wee1 stabilizer,TRPN1 ag,CHOP inhibitor,PPC-1+TRAIL kill,TRPML3 ag,RBBP9 inhibitor,TNF death inh
CCOC(=O)CSc1ncc(-c2ccccc2)nn1,5,0,0,-0.6,14,12,0.5,-2,1.0
Cc1cc(N)nc2nc(C(F)(F)F)nn12,4,0,-2,1.2,-14,23,0.8,0,-0.1
O=C(O)CC1C(=O)NCCN1Cc1ccc(F)c(F)c1 (stereo not given),7,0,1,0.1,10,21,0.1,-4,0.4
COc1cc(/C=N/N2C(=O)c3ccccc3C2=O)ccc1O,10,4,2,0.1,-30,8,-0.4,-4,1.8
COc1ccc(-c2noc(CCCc3ccccc3)n2)cc1OC,6,-2,-3,-1.6,72*,12,0.2,-3,4.7
O=C(COC(=O)Cn1cnc2ccccc21)Nc1cc2c(cc1Cl)C(=O)c1ccccc1C2=O,7,1,11*,-0.6,-3,29,0.5,1,-2.3
CC(C)c1ccc(C2NC(=S)NC3=C2C(=O)CC(C)(C)C3)cc1 (stereo not given),5,-2,-3,2.1,20,20,0.6,-8,0.4
CCCCCOc1ccc(NC(=O)C2OC3OC(C)(C)OC3C3OC(C)(C)OC23)cc1 (stereo not given),8,0,4,-0.9,11,6,1.4,-1,1.5
CN(C)/C=N/c1c(C#N)cnn1-c1ccccc1,5,-3,1,0.9,15,-9,-0.2,-7,0.1
C=CCN1C(=O)CN=C1NCc1ccccc1,2,0,1,0.9,12,3,1.0,-7,0.5
Cc1cc(C)nc(SCc2cc(=O)c(OC(=O)c3ccc(Br)o3)co2)n1,3,-2,3,-0.3,53,-2,0.6,-10,-0.9
CCN(CC)c1ccc(C(=O)n2cnc3ccccc32)cc1,2,-3,0,-0.1,42,19,-0.4,2,-12
COc1ccc(CNC(=O)C(c2ccco2)N(Cc2cccs2)C(=O)Cc2cccs2)cc1 (stereo not given),5,2,0,-0.3,23,11,0.2,2,-2.6
COC(=O)Cc1c(C)c2ccc(OCc3nn[nH]n3)c(C)c2oc1=O,1,-3,-3,0.2,-37,20,1.3,1,-0.4
CC1(C)Cc2c(sc3nc(-c4cccs4)n(N)c(=O)c23)CO1,4,-2,-1,3.2,41,32,0.5,-5,-15
COc1cccc(C(C(=O)NC2CCCCC2)N(C(=O)c2ccccn2)c2cccnc2)c1 (stereo not given),3,1,-5,-0.2,9,6,0.9,-7,-0.4
O=C(c1ccc(N2CCCCCC2)c([N+](=O)[O-])c1)N1CCc2ccccc21,3,-2,-2,1.1,10,21,0.7,1,0.7
CCC(=O)n1nc(-c2ccccc2)nc1N,0,-4,0,0.2,-10,16,-0.4,3,-0.3
CCOC(=O)c1ccc(S(=O)(=O)N2CCN(C3CCCC3)CC2)cc1,6,2,-1,0.7,18,nt,0.1,-1,0.9
CC(C)(C)NCc1cc(Cl)ccc1OCc1ccccc1F,3,-1,0,-0.1,20,7,1.2,5,-0.2

# Laid out differently: four of the compounds above
# Fields: BaF3 tox | Ba/F3 V617F tox | Wee1 stabilizer | TRPN1 ag | CHOP inhibitor | PPC-1+TRAIL kill | TRPML3 ag | RBBP9 inhibitor | TNF death inh
- O=C(c1ccc(N2CCCCCC2)c([N+](=O)[O-])c1)N1CCc2ccccc21
  3 | -2 | -2 | 1.1 | 10 | 21 | 0.7 | 1 | 0.7
- CN(C)/C=N/c1c(C#N)cnn1-c1ccccc1
  5 | -3 | 1 | 0.9 | 15 | -9 | -0.2 | -7 | 0.1
- O=C(O)CC1C(=O)NCCN1Cc1ccc(F)c(F)c1 (stereo not given)
  7 | 0 | 1 | 0.1 | 10 | 21 | 0.1 | -4 | 0.4
- CCOC(=O)CSc1ncc(-c2ccccc2)nn1
  5 | 0 | 0 | -0.6 | 14 | 12 | 0.5 | -2 | 1.0

# The list goes on:
SMILES,BaF3 tox,Ba/F3 V617F tox,Wee1 stabilizer,TRPN1 ag,CHOP inhibitor,PPC-1+TRAIL kill,TRPML3 ag,RBBP9 inhibitor,TNF death inh
Cc1ccc2nc(SCC(=O)Nc3cccc(S(N)(=O)=O)c3)[nH]c2c1,-9,1,-2,-2.3,-17,-6,-0.9,1,4.2
O=C(NCc1cccs1)C1CCC(CNS(=O)(=O)c2ccc(Br)s2)CC1 (stereo not given),4,-1,1,0.7,-4,-22,0.0,-3,1.8
CCOC(=O)Cn1c(=N)n(Cc2ccccc2)c2ccccc21,6,-2,3,-0.4,7,0,0.8,-7,-2.1
Cc1cccc(N=C2NN=C(c3c(C)[nH]c4ccccc34)CS2)c1,4,-3,2,0.7,72*,15,1.1,9,1.5
CCCN(CC1CC1)C(=O)COC(=O)c1[nH]c(C)c(C(=O)OCC)c1C,5,-3,3,-0.5,22,-20,1.0,1,3.6
COc1ccc(NC2SC(=O)N(C)C2=O)cc1 (stereo not given),6,-2,-3,0.3,9,nt,-0.2,-1,7.2
COc1ccc(/C=N/OCC(=O)NCC(C)C)c(OC)c1,-1,0,3,-0.8,4,-17,-0.1,-7,0.9
COc1ccc(N=Cc2cc(Cl)ccc2O)cc1Cl,12,4,-1,1.0,14,18,0.1,8,-2.0
CCOC(=O)C1=C(C)SC2=NS(=O)(=O)CCN21,3,0,0,0.5,-4,7,0.8,-5,0.7
CCN(CC)C(=O)c1cc2sc3ccccc3c2s1,3,1,3,-1.7,22,12,-1.2,-1,-0.8
O=C(/C=C/c1ccccc1[N+](=O)[O-])N1CCN(c2ccc(F)cc2)CC1,1,2,-1,0.5,4,5,-0.2,-4,2.3
Cc1ccc2c(c1)sc(=NC(=O)c1cccs1)n2C,5,5,1,-1.0,68,88*[5 µM],0.1,-9,-3.2
COc1cc2c(cc1OC)C(c1ccccc1)N(C(=O)CCl)CC2 (stereo not given),0,2,-3,0.7,111*,11,0.4,-5,-11
O=C(CSc1nncs1)NC(=O)NCc1ccccc1,6,1,-1,1.9,9,3,0.2,-12,1.8
O=C(NC(=S)NCCC1=CCCCC1)c1cccnc1,4,-1,0,-2.4,-7,21,0.2,-2,-1.6
Cc1c(Cl)c([N+](=O)[O-])nn1CC(=O)NC1CCCCC1,-1,-1,-2,-2.0,-8,-7,0.3,-4,-0.8
O=C1C(CCCNC(=S)NCc2ccccc2)NC(=S)N1Cc1ccccc1 (stereo not given),2,-3,-3,-0.4,9,4,0.1,-5,0.6
CC(C)(C)C(=O)OCc1nc(-c2ccc(F)cc2)cs1,3,-5,-2,0.3,-11,3,-0.3,1,8.5
CCOC(=O)c1ccc(S(=O)(=O)N2CCC(C(=O)OCC)CC2)cc1,8,1,-2,1.3,23,-19,2.1,-4,0.3
CC(=O)Nc1cccc(/C(C)=N/NC(=O)c2ccc(NS(=O)(=O)c3cccs3)cc2)c1,-2,-2,1,-0.9,-2,-26,-0.3,19*,1.3
O=C(N/N=C/c1ccncc1)c1cc([N+](=O)[O-])cc([N+](=O)[O-])c1,3,-2,-4,0.4,-4,7,0.5,-2,0.2
COc1ccc(N2CCN(C(=O)C(CCSC)N=C3NS(=O)(=O)c4ccccc43)CC2)cc1 (stereo not given),9,2,0,1.1,-6,13,-0.4,-5,1.6
CCOC(=O)CN1CC23C=CC(O2)C(C(=O)NCc2ccc(C)cc2)C3C1=O (stereo not given),1,-1,-2,-0.6,33,2,0.2,-6,-0.4
O=C(Nc1cccc2cccnc12)c1cccc2ccccc12,5,-2,-2,-0.6,-24,8,0.0,1,1.2
CSc1nc(N2CCN(c3ccccc3)CC2)cc(N2CCN(c3ccccc3)CC2)n1,10,3,0,2.6,28,11,-0.4,1,1.7
Cc1cccc(-c2oc(C)c(C)[n+]2[O-])c1,4,-1,3,2.2,25,48,0.7,-1,-0.2
COc1ccc(/C(C)=N\NS(C)(=O)=O)c(OC)c1,7,1,-1,3.2,-7,18,1.3,-2,0.1
Clc1cccc(Cl)c1CNC1CCCC1,1,1,0,0.0,17,8,0.3,-8,0.2
Cc1cc(N2CCCC2)nc(-c2ccccc2O)n1,1,-4,2,0.3,6,1,0.7,-2,-1.0
Cc1ccc(C(=O)Nc2ccc(Cl)cn2)cc1,7,7,4,-0.4,nt,36,0.6,4,-7.2
COC(=O)CCN(C1CCCCC1)S(=O)(=O)c1ccc(S(=O)(=O)N2CCCCC2)cc1,5,-3,2,1.0,20,2,-0.4,-3,1.0
CCc1ccc(NC(=O)Nc2c(C)n(C)n(-c3ccccc3)c2=O)cc1,-2,-1,-1,1.1,3,5,0.4,1,-0.9
S=C(Nc1ccccc1)Nc1ccc(Br)cc1,0,-2,2,6.7,-4,8,2.0,-2,-0.8
O=S(=O)(CCNCc1cccs1)c1ccc(Cl)cc1,3,1,-1,0.0,0,12,-0.1,-9,0.1
O=C(NCCc1ccc2c(c1)OCCO2)c1cc(F)cc(F)c1,8,-1,7,5.2,21,23,2.5,-7,-2.6
O=C(Nc1ccccc1)NC1CCN(Cc2nnnn2C2CCCCC2)CC1,3,0,-3,-0.2,43,10,-0.4,-4,0.4
O=C(CSc1nc(-c2ccccc2)cs1)NCc1ccco1,3,-1,1,-1.1,-23,14,-0.7,2,6.7
Cc1ccc(S(=O)(=O)Nc2ccc(=O)n(Cc3ccc(Cl)c(Cl)c3)c2)cc1,8,4,-1,1.1,45,23,-0.1,-2,-2.9
CCC(C)NC(=O)COC(=O)c1oc2ccccc2c1CSc1ccc(Cl)cc1 (stereo not given),5,2,2,0.2,11,12,0.6,-2,2.1
Cn1c(=O)c2sccc2n2c(CCCC(=O)NCc3ccc4c(c3)OCO4)nnc12,0,-1,3,1.3,31,20,0.6,5,-2.3
CN(c1ccc(OCC(=O)OCC(=O)Nc2ccccc2)cc1)S(=O)(=O)c1ccc(F)cc1,7,1,-3,0.5,33,-10,1.2,-1,2.0
Cc1ccc(S(=O)(=O)N2CCOCC2)cc1C(=O)OCC(=O)NC1CCS(=O)(=O)C1 (stereo not given),7,0,-4,-1.2,-6,1,1.1,-7,0.5
COc1ccc(-c2nc(C(N)=O)c3[nH]c(=O)n(-c4cccc(Cl)c4)c3n2)cc1OC,11,0,0,-1.5,95*,17,-0.2,-6,-0.5
COc1cc(OC)c(CN2CCC(CO)(CCOc3ccccc3)CC2)c(OC)c1,2,10,-1,-0.2,-2,18,0.0,-6,3.5
CCOC(=O)c1c(NC(=S)Nc2ccc(C)cc2)sc2c1CCC2,7,-2,-2,0.0,16,10,0.1,-7,-0.5
O=C(O)c1ccc(CSc2nnc(-c3ccco3)o2)cc1,4,1,1,0.7,-27,-1,0.8,-10,0.2
COc1ccc(OCc2nnc(SCC(=O)N(C)Cc3ccccc3)n2N)cc1,3,1,-1,0.3,4,6,1.3,-8,0.0
O=c1c2ccccc2nc(SCc2cn3ccsc3n2)n1-c1ccc(F)cc1,1,-1,4,-1.0,-6,10,-1.2,-7,-0.6
